Screening results: PubChem BioAssay, National Center for Advancing Translational Sciences (NCATS)
Mito fusion act: mitochondrial division inhibition or fusion activation; hit rate 0.23% among 320,000; S. cerevisiae fusion-defective mutant growth rescue, CellTiterGlo 48 h; Potency, µM (series often up to 46.1 µM), for the others: at the top dose growth rescue (activation), actives largely listed as activators;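 note: potency is the fitted concentration of half-maximal effect; % of control where 0% means no effect; nearly all actives have a fitted effect of over 45% in size; temperature-sensitive fusion mutants such as fzo1-1 at 37 °C on non-fermentable ethanol glycerol medium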
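S. cerevisiae fusion-defective temperature-sensitive mutants (e.g. fzo1-1, mgm1-5) grown 48 h at 37C in YPEG (ethanol/glycerol non-fermentable) medium with 23 nl compound per well; growth rescue read as CellTiterGlo luminescence.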
uPA generation: blocks generation of uPA at the cell surface. hit rate 0.31% among 330,000. Potency, µM (doses to about 38.3 µM), for inactives: at the top dose activity change, negative = inhibition, hits mostly inhibitors. cell surface uPA generation assay, qHTS; active = well fitted inhibition curve with a large enough effect; inconclusive = small, poorly fitted or top-dose-only effect; inactive = no such curve, though single readings can be large or run the other way; tested in mouse RAW 264.7 cells; note: potency is the fitted concentration of half-maximal effect; % is set by controls: 0 for no effect and ±100 for the full control effect; nearly all actives have a fitted effect of over 55% in size
TSHR antag: blocks TSH signaling through the human TSH receptor; P16473; TSHR-expressing cells, TSH-stimulated cAMP HTRF, 2 h; hits give low values; activity change, negative = inhibition, % at 11.5 µM; hit rate 0.2% among 330,000; AID 504810;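 active = activity change below a set negative limit, meaning inhibition stronger than a set level, cut at about -70% in these data; inconclusive = activity change between two set negative limits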; note: % is set by controls: 0 for no effect and ±100 for the full control effect
Target sequence (P16473 whole entry, looked up): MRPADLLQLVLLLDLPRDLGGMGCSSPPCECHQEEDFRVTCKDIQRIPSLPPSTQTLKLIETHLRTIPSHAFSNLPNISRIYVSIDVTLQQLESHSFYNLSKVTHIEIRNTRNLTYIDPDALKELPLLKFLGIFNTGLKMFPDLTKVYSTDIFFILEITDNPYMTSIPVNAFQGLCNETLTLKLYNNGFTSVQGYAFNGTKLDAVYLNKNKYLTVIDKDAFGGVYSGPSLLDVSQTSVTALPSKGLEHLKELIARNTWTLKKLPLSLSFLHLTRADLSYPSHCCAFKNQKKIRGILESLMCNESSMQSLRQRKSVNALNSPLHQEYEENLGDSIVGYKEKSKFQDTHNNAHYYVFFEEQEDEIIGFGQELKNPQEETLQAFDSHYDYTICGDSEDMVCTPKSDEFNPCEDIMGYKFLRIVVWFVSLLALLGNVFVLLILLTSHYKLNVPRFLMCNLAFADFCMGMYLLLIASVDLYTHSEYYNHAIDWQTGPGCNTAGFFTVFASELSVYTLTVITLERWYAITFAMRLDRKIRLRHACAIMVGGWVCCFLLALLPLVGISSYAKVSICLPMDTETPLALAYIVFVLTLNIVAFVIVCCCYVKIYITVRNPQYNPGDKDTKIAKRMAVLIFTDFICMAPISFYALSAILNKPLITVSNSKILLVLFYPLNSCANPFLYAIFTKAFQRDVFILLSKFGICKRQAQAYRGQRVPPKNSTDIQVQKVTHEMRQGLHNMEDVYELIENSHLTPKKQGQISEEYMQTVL
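TSHR-expressing cells, 200/well, pre-treated with compound, then stimulated with EC80 TSH (4nM final) for 2 hours at 37 deg C. cAMP measured by competitive HTRF: anti-cAMP cryptate antibody in lysis buffer plus cAMP-d2, read after 30 minutes at room temperature.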
BCR signal inh: inhibitors of chronic active B-cell receptor signaling | ABC-DLBCL IkBa-CBG/CBR reporter, luminescence ratio, 4 h | Potency, µM (top dose mostly 46.1 µM), for inactives: top-dose ratio change, negative = lower green/red ratio, actives largely listed as inhibitors | hit rate 0.05% among 340,000; active = well fitted inhibition curve with a large enough effect in the signal ratio, with a control signal flat, not every such curve was filed as active; inconclusive = small, poorly fitted or top-dose-only effect, or effect the other way, or a change in a side signal; the % refers to the signal ratio;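 note: potency is the fitted concentration of half-maximal effect; plate controls were basal doxycycline-induced cells for no effect and cells given 10 µM MG132 for full effect; MG132 reads +100%, hits lower the ratio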
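Cell line TMD8 (human ABC DLBCL), stably expressing tet-inducible CBG68-IkBa fusion and CBR; IMDM/0.5% FBS; cpd up to 46 uM; dox induction, 4 h, 37C/5% CO2; dual luminescence; green/red ratio; MG132 control.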
TCR activator: activators of T cell receptors | AID 504894 | 330,000 tested, under 10 active | Potency, µM (titrated, usually from 9.22 µM), inactives show at the top dose activation of IL-2 secretion, most hits filed as activators | primary human leukocytes, anti-CD3, IL-2 HTRF, 48 h; note: % of control where 0% means no effect
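TCR engagement came from a-CD3 beads alone, with compounds added to primary human leukocytes for 48 hr. Secreted IL-2 bridged europium cryptate- and d2-labelled anti-IL-2 antibodies, giving FRET emission at 665nm after 320nm excitation.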
ELG1 DNA repair: blocks ELG1-dependent DNA repair in HEK293T cells; hit rate 2.3% among 330,000; Potency, µM (doses to about 46.1 µM), for the others: at the highest dose activity change, negative = inhibition, most hits filed as inhibitors; HEK293T ELG1-luciferase reporter, luminescence, 16 h; DNA damage induced by 5-fluorouridine; AID 504467; note: potency is the fitted concentration of half-maximal effect; % is set by controls: 0 for no effect and ±100 for the full control effect; nearly all actives have a fitted effect of over 55% in size
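Cells (2,000 per well) received 5-fluorouridine plus test compound or DMSO and were incubated 16 hr at 37 °C, 5% CO2. Luciferase activity was read by luminescence 30 min after ONE-Glo addition; signal suppression marked inhibition of damage-induced ELG1 function.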
Eya2 inh: blocks the phosphatase activity of human Eya2; recombinant Eya2, OMFP fluorescence dephosphorylation (OMFP is methylfluorescein phosphate); Potency, µM (top dose mostly 76.9 µM), without a hit: at the highest dose activity, negative = inhibition, hits mostly inhibitors; hit rate 0.006% among 330,000; AID 488837; note: potency is the fitted concentration of half-maximal effect; % is set by controls: 0 for no effect and ±100 for the full control effect
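Eya2 protein (added as 0.2 uM solution) was preincubated with compound for 10 min at ambient temperature in 50 mM HEPES pH 7.5, 50 mM NaCl, 5 uM MgCl2, 0.05% BSA, 1 mM DTT. OMFP (added at 50 uM) then reacted 10 min; fluorescence read at 485/525 nm.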
Tb PFK inh: blocks T. brucei phosphofructokinase. O15648. AID 485367. T. brucei PFK, ADP-Glo luminescence. hit rate 0.17% among 330,000. Potency, µM (highest dose often 57.5 µM), for the others: at the top dose activity, negative = inhibition, hits mostly inhibitors;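 note: potency is the fitted concentration of half-maximal effect; 0% = uninhibited 1x PFK enzyme wells and -100% = no-enzyme wells; nearly all actives have a fitted effect of over 60% in size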
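PFK 1.25 nM, F6P 0.5 mM, ATP 0.1 mM, 0.1 M TEA pH 8.0, 5 mM MgCl2, 0.01% Tween20, 0.1% BSA; 45 min RT. ADP-Glo readout. qHTS titration up to 57 uM; curves fitted, compounds curve-classed.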
B2AR arrestin: recruits beta-arrestin to the human beta2-adrenergic receptor | beta-arrestin recruitment to beta2AR, cell-based reporter | AID 492947 | Potency, µM (highest dose often 46.1 µM), for the others: top-dose activation, most hits filed as activators | hit rate 0.02% among 330,000;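 note: potency is the fitted concentration of half-maximal effect; 0% = DMSO controls and full agonism = EC100 isoproterenol or metaproterenol; nearly all actives have a fitted effect of over 65% in size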
USP2a inh: inhibitors of human ubiquitin-specific protease USP2a; USP2 core, Ub-CHOP2 coupled fluorogenic reporter, 485/531; Potency, µM (highest dose often 38.3 µM), inactives show top-dose activity change, negative = inhibition, most hits filed as inhibitors; hit rate 0.01% among 330,000;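 note: potency is the fitted concentration of half-maximal effect; plate controls were DMSO wells for no effect and full inhibition by NEM control for full effect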
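Cell-free coupled assay: 10nM USP2 core preincubated 30min RT with compound in Tris-HCl pH 8.0/CaCl2/CHAPS buffer, then 25nM Ub-CHOP2 and 25nM reporter substrate; fluorescence (Ex 485/Em 531) read after 60min RT, normalized to NEM inhibition, concentration-response curves fitted.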
PTAP TSG101 blk: blocks PTAP/TSG101 interaction to inhibit HIV-1 budding; Potency, µM (series often up to 115 µM), for inactives: at the top dose activity change, negative = inhibition, hits mostly inhibitors; AID 493005; 340,000 tested, under 10 active; Fluorescence polarization, FITC-PTAP peptide / Tsg101 binding; Q99816; active = well fitted inhibition curve with a large enough effect in the main read-out, with a control signal flat, not every such curve was filed as active; inconclusive = small, poorly fitted or top-dose-only effect, or effect the other way, or a change in a side signal; inactive = no such curve, though single readings can be large or run the other way; note: potency is the fitted concentration of half-maximal effect; % of control where 0% means no effect
Target sequence (Q99816 whole entry, looked up): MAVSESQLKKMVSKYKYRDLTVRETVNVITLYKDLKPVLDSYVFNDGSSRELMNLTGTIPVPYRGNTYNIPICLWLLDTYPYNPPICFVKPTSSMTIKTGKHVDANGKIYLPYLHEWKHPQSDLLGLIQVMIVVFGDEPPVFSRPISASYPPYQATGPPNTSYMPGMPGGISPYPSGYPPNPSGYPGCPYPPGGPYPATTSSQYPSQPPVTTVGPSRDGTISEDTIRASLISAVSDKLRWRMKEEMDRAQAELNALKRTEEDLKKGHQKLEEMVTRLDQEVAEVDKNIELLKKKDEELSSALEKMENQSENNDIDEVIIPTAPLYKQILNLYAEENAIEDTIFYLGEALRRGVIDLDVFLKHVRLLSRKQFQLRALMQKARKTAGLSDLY
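Steps: Tsg101 binding domain dispensed (10 uM final), compounds pinned in DMSO, FITC-labeled PTAP-motif peptide added (50 nM final); after 20 min binding at room temperature, polarization measured.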
Numbers without * were called inactive; ? = inconclusive; / = not tested or not shown; [ ] = another dose, or the depositor's remark. Unless noted, calls come from the whole dose curve; as a rule, active = well fitted curve in the direction sought with a large enough effect; inconclusive = small, poorly fitted or top-dose-only effect, or another doubt; inactive = no such curve, though single readings can be large; an effect the other way counts as inactive or inconclusive.

SMILES	Mito fusion act	uPA generation	TSHR antag	BCR signal inh	TCR activator	ELG1 DNA repair	Eya2 inh	Tb PFK inh	B2AR arrestin	USP2a inh	PTAP TSG101 blk
CCOc1cc(N2CCOCC2)c(OCC)cc1NC(=O)COC(=O)C1CCCN1S(=O)(=O)c1ccccc1F (configuration not stated)	-3%	?	-11	0%	-5%	?	-8%	0%	-0.6%	-6%	0%
O=C(O)c1ccc2c(c1)C1C=CCC1C(c1ccncc1)N2 (configuration not stated)	-12%	3%	-3	1%	0%	-14%	2%	-11%	-0.1%	7%	-4%
Cn1ncc([N+](=O)[O-])c1C(=O)N1CCOCC1	-1%	3%	-2	-7%	/	0%	7%	-6%	-0.1%	4%	-1%
CN1CCc2c(sc(/N=C/c3cc(Cl)ccc3O)c2C#N)C1	1%	2%	-6	?	-2%	?	0%	0%	-0.5%	0%	0%
CCOc1ccc(-c2n[nH]c(=S)c3ccccc23)cc1	-19%	3%	5	?	10%	-2%	-3%	-2%	-1.1%	3%	0%
O=C(CC(=O)c1ccccc1)Nc1cccnc1Cl	-2%	-10%	17	?	9%[46.1 µM]	?	-2%	-5%	0.3%	6%	-1%
O=S(=O)(c1ccc(Br)s1)N1CCN(c2ccccc2)CC1	16%	4%	1	-1%	-6%	15%	-8%	-9%	0.0%	-10%	1%
CCOC(=O)CC12CN3CN(C1)CC(CC(=O)OCC)(C3)C2=O	-7%	1%	-9	3%	/	9%	0%	-3%	-0.2%	5%	-5%
Cc1cccnc1NC(=O)C1COc2ccccc2O1 (configuration not stated)	-5%	4%	1	?	-1%	3%	7%	-11%	0.0%	8%	-2%
COc1ccc(OC)c(-c2csc(NC(=O)c3ccc4c(c3)OCO4)n2)c1	-2%	/	?	3%	-2%	-15%	-1%	0%	0.1%	2%	-2%
O=C(c1ccc2c(c1)[nH]c(=S)n1c3ccccc3nc21)N1CCN(c2cccc(Cl)c2)CC1	6%	7%	4	10%	/	-15%	?	1%	0.3%	-8%	2%
COc1cc(/C=c2\sc3n(c2=O)C(c2ccccc2)C(c2ccccc2)=NN=3)ccc1O (configuration not stated)	11%	3%	-7	-11%	4%	?	14%	1%	0.0%	1%	22%
COc1ccccc1NC(=O)CSCc1nc2ccccc2[nH]1	-4%	9%	9	?	-3%[46.1 µM]	3%	0%	0%	-0.7%	2%	-2%
O=C(NCC(c1ccco1)N1CCc2ccccc21)C(=O)Nc1ccccc1 (configuration not stated)	-1%	-1%	7	6%	2%	1%	17%	6%	-0.2%	1%	-13%
CC(=O)Oc1ccc2ccccc2c1C(NC(=O)Cc1ccccc1)c1ccccc1 (configuration not stated)	-32%[inhibitor]	/	-3	?	-1%	?	-15%	0%	4.0%	-8%	-2%
CN(C)/C=C1/Nc2ccccc2C1=O	0%	2%	-3	?	4%	?	-31%	3%	-0.3%	0%	-3%
NC(=O)C1(N2CCCCC2)CCN(c2nc(-c3ccc(Br)cc3)cs2)CC1	7%	/	-8	?	-2%	?	1%	-9%	0.3%	-2%	-7%
CN(C)C(=O)CCc1ccc2c3c([nH]c2c1)[C@]1(C)[C@@H](C(=O)N2CCOCC2)C[C@H](CC(=O)NCc2cccc(C(F)(F)F)c2)C(=O)N1CC3	/	9%	30	?	4%[46.1 µM]	-6%	4%	-1%	0.2%	0%	-4%
Cc1ccc(S(=O)(=O)N2[C@@H](c3ccccc3F)C(C(=O)O)=CC[C@H]2c2ccc3c(c2)OCO3)cc1	-5%	2%	-4	0%	2%	9%	11%	0%	0.0%	-1%	0%
COc1cc(/C=N/Nc2nncn2N)ccc1OCc1c(C)no[n+]1[O-]	-2%	11µM*	3	?	6%	4%	-8%	-4%	0.1%	-17%	-6%
Oc1ccc(Br)cc1-c1cc(-c2ccccc2Cl)[nH]n1	9%	1%	-11	?	2%	?	?	1%	0.3%	-1%	-8%
CC(C)(C)N(NC(=O)Nc1ccc(Cl)c(Cl)c1)C(=O)c1ccccc1	3%	-16%	-9	?	0%	-20%	-11%	-7%	0.4%	1%	-4%
Cc1[nH]nc2c1[C@@H](c1ccccc1[N+](=O)[O-])C(C#N)=C(N)O2	-2%	-8%	1	?	-2%	-6%	-2%	0%	-0.3%	2%	-8%
CCCCCN1CC(=O)N2C(C)c3[nH]c4ccccc4c3C[C@H]2C1=O (some centres not stated)	?	3%	15	-11%	9%	10%	7%	11%	2.1%	2%	-3%
Cc1nnc(NC(=O)C(C)Sc2nncn2C)s1 (configuration not stated)	0%	8%	12	15%	-26%	8%	14%	-9%	-0.1%	-1%	0%
Next section.
SMILES	Mito fusion act	uPA generation	TSHR antag	BCR signal inh	TCR activator	ELG1 DNA repair	Eya2 inh	Tb PFK inh	B2AR arrestin	USP2a inh	PTAP TSG101 blk
COc1cc(/C=N/NC(=O)c2ccccc2Cl)ccc1Oc1ccc([N+](=O)[O-])cn1	3%	?	-2	?	-2%	?	3%	-5%	0.1%	4%	-3%
O=C(CCC(=O)N1CCN(S(=O)(=O)c2ccc3ccccc3c2)CC1)NCC(F)(F)F	2%	1%	2	-5%	-2%	10%	11%	0%	-0.6%	-2%	1%
Cc1cc([N+](=O)[O-])nn1CCCC(=O)Nc1cccnc1Cl	-3%	9%	3	2%	-3%	8%	-3%	-3%	0.2%	0%	0%
Cn1c(=O)n(C)c2cc(NC(=O)c3ccccc3NS(C)(=O)=O)ccc21	0%	-19%	6	?	-1%	?	-1%	1%	-1.1%	0%	-6%
O=C1C([N+](=O)[O-])=C(O)c2cccc3cccc1c23	-20%	/	-18	?	/	-16%	2%	0%	-1.0%	-6%	/
CCCC(C)NC(=O)COc1ccc(S(=O)(=O)c2ccc(OCC(=O)NC(C)CCC)cc2)cc1 (configuration not stated)	0%	0%	17	-1%	-19%[46.1 µM]	?	-13%	0%	-0.1%	1%	-2%
Cc1ccc(NC(=O)c2cc3c(=O)oc4ccccc4c3s2)nc1	-2%	-7%	-10	-1%	1%[46.1 µM]	-2%	0%	1%	0.0%	?	-5%
COc1ccccc1NS(=O)(=O)c1cccc(C(=O)OCc2nc3ccccc3s2)c1	?	6%	-10	-2%	2%[46.1 µM]	?	-12%	2%	0.2%	2%	2%
COc1ccc(C(=O)N/N=C/c2sc(=O)n(Cc3cccc(C(=O)O)c3)c2Cl)cc1	-3%	5%	-12	?	4%	-2%	10%	5%	-0.2%	-2%	-1%
CCCCCC(=O)NNC(=O)Cc1ccc([N+](=O)[O-])cc1	-7%	-2%	12	1%	-5%	-15%	-6%	-22%	-0.2%	0%	-1%
CCC(=Nc1ccccc1)C1=C(O)CC(C)(C)CC1=O	1%	/	4	?	/	8%	-2%	-1%	4.0%	0%	/
Cc1cc(C)c2c(N=NN3CCOCC3)[nH]nc2n1	/	4%	4	0%	0%[46.1 µM]	?	-3%	-1%	-0.4%	1%	/
N#Cc1ccc(C(=O)N2CCN(C(=O)C3CCCO3)CC2)cc1 (configuration not stated)	-5%	7%	-3	6%	7%	10%	14%	-9%	-1.0%	1%	-9%
Cc1c(-n2cc(C(=O)O)c(=O)c3cc(F)c(N4CCCC(O)C4)c(F)c32)c(=O)n(-c2ccccc2)n1C (configuration not stated)	1%	0%	25	-11%	1%	0%	15%	-6%	-0.1%	-4%	0%
Cc1ccc2nc(N(CCCN(C)C)C(=O)CN3C(=O)c4ccccc4C3=O)sc2c1	1%	1%	6	0%	4%	-19%	0%	-3%	-0.3%	10%	-4%
O=C1C=C(NNC(=O)c2ccccc2Br)CCC1	-5%	6%	11	-17%	1%[46.1 µM]	12%	2%	0%	0.4%	3%	1%
COc1cccc(CN2CCN(CC(=O)Nc3ccccc3Cl)CC2)c1	2%	4%	8	1%	6%	13µM*	-4%	-1%	0.0%	3%	-9%
CN(C(=O)c1ccccc1C(=O)OCC(=O)c1ccccc1)c1ccccc1	-2%	-17%	-2	-1%	0%	27%	7%	1%	-0.2%	2%	-7%
CCNC(=O)COc1cc(C)c(Br)c(C)c1	-4%	-3%	-10	?	-8%	2%	0%	2%	-0.9%	3%	-2%
